Screens from PubChem BioAssay.
A3G deaminase = blocks human APOBEC3G single-stranded DNA deamination; 330,000 tested, 0.28% active; Q9HC16; inhibition, % at 20 µM; recombinant A3G, ssDNA deamination FAM/TAMRA fluorescence;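 active = inhibition of at least 40% at 20 µM, with no more than 30% in the related APOBEC3A deaminase screen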;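 note: plate controls were DMSO wells with A3G for no effect and wells lacking A3G enzyme for full effect; some compounds called inactive have numbers as strong as hits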
mIAP activ = mouse IAP activation; muIAP, CDP-Star luminescence, 30 min; hits give high values; 1 = vehicle-only enzyme signal, 0 = enzyme-free wells; activation factor at 10 µM; 330,000 tested, 0.24% active; AID 2805;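 active = activation factor of at least 2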; note: the source names both 10 and 20 µM as test concentration; values of inactives mirror those of a sister screen read the other way
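Assay system: mouse IAP enzyme; Reagent: CDP-Star chemiluminescent phosphatase substrate; Compound: DMSO-dissolved test compounds; Incubation: 30 min, room temperature; Technique: luminescence from enzymatic CDP-Star hydrolysis; Controls: DMSO-only wells and no-enzyme negative control.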
MIN6 prolif = MIN6 beta-cell proliferation induction; MIN6 cells proliferation, ATPlite luminescence, 48 h; cells starved in 0.2% serum; 100% = growth in 10% serum; proliferation, % at 10 µM; 330,000 tested, 0.29% active;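 active = compounds whose signal lies at least 3.5 SD above the mean of all wells on their plate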;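 note: 0% = DMSO-treated cells in low-serum medium and 100% = 10% serum control; some compounds called inactive have numbers as strong as hits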
mIAP inh = mouse IAP inhibition; inhibition, % at 10 µM; 330,000 tested, 0.2% active; AID 2806; purified mouse IAP, CDP-Star luminescence, 30 min;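 active = inhibition of at least 40% at 10 µM in the primary screen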;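 note: plate controls were DMSO with enzyme for no effect and no enzyme wells for full effect; values of inactives mirror those of a sister screen read the other way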
hIAP inh = human IAP inhibition; 330,000 tested, 0.12% active; purified IAP, CDP-Star luminescence, 30 min; AID 2544; inhibition, % at 10 µM; P09923;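 active = inhibition reaching a set limit with compound at 10 µM in the primary screen, cut at about 35% in these data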;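 note: plate controls were DMSO wells with enzyme for no effect and no-enzyme buffer wells for full effect; values of inactives mirror those of a sister screen read the other way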
Target sequence (P09923 whole entry, looked up): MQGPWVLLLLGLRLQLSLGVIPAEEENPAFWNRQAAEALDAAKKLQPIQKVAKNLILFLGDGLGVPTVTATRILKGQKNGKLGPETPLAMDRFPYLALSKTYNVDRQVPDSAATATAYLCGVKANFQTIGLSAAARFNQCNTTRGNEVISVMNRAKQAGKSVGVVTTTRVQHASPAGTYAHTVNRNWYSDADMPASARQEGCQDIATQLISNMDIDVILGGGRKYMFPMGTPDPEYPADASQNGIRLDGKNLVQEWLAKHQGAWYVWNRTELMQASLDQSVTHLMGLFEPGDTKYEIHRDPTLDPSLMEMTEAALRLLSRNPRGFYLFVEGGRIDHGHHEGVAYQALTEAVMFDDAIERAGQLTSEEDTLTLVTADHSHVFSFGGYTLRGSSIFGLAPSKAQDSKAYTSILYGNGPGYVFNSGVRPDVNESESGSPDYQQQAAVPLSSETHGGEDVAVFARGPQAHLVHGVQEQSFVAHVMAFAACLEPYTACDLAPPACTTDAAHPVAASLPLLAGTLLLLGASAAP
APOBEC3A inh = blocks human APOBEC3A ssDNA deamination | AID 493011 | recombinant A3A, FAM/TAMRA ssDNA deamination fluorescence | P31941 | 330,000 tested, 0.41% active | inhibition, % at 20 µM;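 active = at least 40% inhibition at 20 µM here, with at most 30% in a related deaminase screen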;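 note: plate controls were A3A with DMSO for no effect and wells lacking A3A enzyme for full effect; some results filed as inactive read as strong as hits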
Target sequence (P31941 whole entry, looked up): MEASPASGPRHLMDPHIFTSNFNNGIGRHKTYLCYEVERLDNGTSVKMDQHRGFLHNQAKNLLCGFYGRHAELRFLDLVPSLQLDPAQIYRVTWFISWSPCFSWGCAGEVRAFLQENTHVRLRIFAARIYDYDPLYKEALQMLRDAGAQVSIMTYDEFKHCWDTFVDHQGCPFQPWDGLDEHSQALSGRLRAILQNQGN
NALP3 yeast inh = inhibitors of NALP3 inflammasome in yeast | Yeast reconstituted NLRP3/ASC/caspase-1, beta-gal luminescence, 24 h | inhibition, % at 10 µM | 330,000 tested, 0.39% active | AID 2825;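 active = inhibition of 50% or more; inactive = inhibition below 50%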;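 note: plate controls were induced DMSO wells for no effect and uninduced yeast grown without galactose for full effect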
tim10-1 inh = tim10-1 yeast growth inhibition. S. cerevisiae tim10-1 ts strain growth, BacTiter-Glo, 24 h. inhibition, % at 20 µM. 330,000 tested, 2.2% active. AID 463190;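 active = inhibition of at least 40%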;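 note: mutant grown at 25 °C; 0% = DMSO wells with yeast and 100% = wells holding no yeast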
TIM10 inh = inhibits growth of TIM10 yeast strain; S. cerevisiae TIM10 strain growth, BacTiter-Glo luminescence, 24 h; inhibition, % at 10 µM; 330,000 tested, 1.4% active; AID 463195;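 active = inhibition of 40% or more at the single tested concentration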;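 note: wild-type TIM10 isogenic control strain grown at permissive 25 °C; 0% = DMSO yeast wells and 100% = minimal medium wells without yeast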
Numbers without * were called inactive.

SMILES	A3G deaminase	mIAP activ	MIN6 prolif	mIAP inh	hIAP inh	APOBEC3A inh	NALP3 yeast inh	tim10-1 inh	TIM10 inh
O=C1C=C(c2ccc3ncccc3c2)C[C@@H](c2ccc3c(c2)OCO3)C1	9	0.93	-4	7	-12	-1	11	-3	-1
O=C(/C=C/c1c(Cl)cccc1Cl)NCc1ccccc1	-7	0.91	1	9	14	2	5	20	-21
CC(C)c1ccc(N(CC(=O)NCCSC(C)(C)C)S(C)(=O)=O)cc1	-5	0.92	-1	8	18	1	11	28	21
CCCNC(=O)N1CCN(c2nc(C(C)C)c3c(c2C#N)CC(C)(C)OC3)CC1	-7	1.2	-3	-18	-6	-3	22	19	1
COC(=O)c1ccc(NC(=O)C(=O)N2CCN(C(=S)Nc3ccc(OC)cc3)CC2)cc1	-3	0.96	-3	3	-2	1	12	5	4
CCOC(=O)N1CCN(C2CC(=O)N(c3ccc(Cl)c(Cl)c3)C2=O)CC1 (stereo not drawn)	-9	1.1	-2	-6	5	-4	8	35	5
COc1ccccc1N(Cc1cc2cccc(C)c2[nH]c1=O)C(=O)C(C)C	-4	0.9	0	10	6	-18	1	21	14
O=C(COC(=O)C1CC(=O)N(Cc2ccco2)C1)Nc1ccccc1[N+](=O)[O-] (stereo not drawn)	-12	1	-1	-1	-21	-3	25	-18	-4
O=C(Nc1cc2c(cc1Br)OCCO2)c1ccco1	-6	1.1	0	-5	-5	-4	17	25	3
Nc1cc(=O)[nH]c(SCC(=O)Nc2cc(Cl)ccc2Cl)n1	-3	0.96	0	4	16	-2	2	15	-1
CCCCC(CC)C(=O)O (stereo not drawn)	-1	0.94	0	6	3	0	13	-6	9
COc1cccc(-c2nc(CS(=O)CC(=O)O)c(C)o2)c1 (stereo not drawn)	7	0.96	-1	4	8	2	13	2	-4
CCOC(=O)c1nnc2ccnn2c1N	1	0.93	0	7	-19	-3	2	13	2
CCOc1ccc(S(=O)(=O)N2CCCC(C(=O)N3CCCC3)C2)cc1 (stereo not drawn)	-2	0.94	-3	6	-4	3	1	-22	1
CCOC(=O)COc1c(Cl)cc(C2NC(=S)NC(c3ccccc3)=C2C(C)=O)cc1OCC (stereo not drawn)	-2	1	0	-1	-18	-1	11	12	-6
COc1cc(OC)cc(C(=O)N[C@H](C(=O)OCC(=O)NC(C)c2ccccc2)C(C)C)c1 (stereo partly drawn)	-2	1.2	0	-20	-7	2	7	14	-14
COc1cc(C(=S)N2CCCCC2)ccc1O	-2	1.1	-2	-15	-12	-7	-54	6	-2
CC1(C)CC(=O)C=C(NCCN2CCNCC2)C1	-3	1.1	-3	-8	-6	-7	14	8	5
COc1ccc(C2N=C(c3ccccc3)C(C)(C)N2O)cc1OC (stereo not drawn)	-7	1	2	-1	14	-1	-17	17	3
CNc1oc(-c2ccc(Cl)cc2)nc1P(=O)(c1ccccc1)c1ccccc1	-5	0.9	-6	10	-10	-4	1	0	19
Cc1ccc(S(=O)(=O)Nc2ccc3c(c2)nc(CCN2CCCC2)n3C)cc1	-7	1	-4	0	-31	-3	6	21	10
O=C(c1cccc2cccc(O)c12)N1CCCCC1	-4	0.9	4	10	-4	-4	4	-7	18
COc1ccc(C(=O)NCC(=O)O)cc1	-9	0.88	1	12	12	-5	8	1	12
NNc1ccc2nncn2n1	-3	0.84	-1	16	6	0	15	-14	9
O=C(CSc1ncn[nH]1)Nc1ccccc1Sc1ccccc1	-6	0.9	-2	10	20	-3	-4	12	8
CCOc1ccc(CC(=O)Nc2nccs2)cc1	1	1.1	1	-6	10	1	1	-15	-6
O=C(N/N=C/c1cccs1)c1n[nH]c2c1CCC2	1	0.89	0	11	-17	-1	18	1	0
CCc1ccccc1NC(=O)CSc1ncn[nH]1	-6	0.96	0	4	2	-5	-1	-9	2
Cc1ccc2nc(SCC(=O)NCc3ccc4c(c3)OCO4)nc(=O)n2c1	0	0.93	-3	7	10	-3	19	3	-3
COc1ccc(C(C(N)=O)c2ncc(C(F)(F)F)cc2Cl)cc1 (stereo not drawn)	-6	0.96	-1	4	2	-1	6	11	-1

Brought forward from above: four entries, followed by the next part.
SMILES	A3G deaminase	mIAP activ	MIN6 prolif	mIAP inh	hIAP inh	APOBEC3A inh	NALP3 yeast inh	tim10-1 inh	TIM10 inh
O=C(N/N=C/c1cccs1)c1n[nH]c2c1CCC2	1	0.89	0	11	-17	-1	18	1	0
CCc1ccccc1NC(=O)CSc1ncn[nH]1	-6	0.96	0	4	2	-5	-1	-9	2
Cc1ccc2nc(SCC(=O)NCc3ccc4c(c3)OCO4)nc(=O)n2c1	0	0.93	-3	7	10	-3	19	3	-3
COc1ccc(C(C(N)=O)c2ncc(C(F)(F)F)cc2Cl)cc1 (stereo not drawn)	-6	0.96	-1	4	2	-1	6	11	-1
Oc1[nH]c2ccccc2c1N=Nc1ccccc1	-7	0.9	-2	10	8	3	10	5	11
Cc1ccc(S(=O)(=O)NNC(=O)c2cnn(-c3ccccc3)c2-n2cccc2)cc1	2	1	-2	0	15	2	-4	8	3
COc1ccc(NC2=NC(=S)N(c3ccccc3C)C23CCCCC3)cc1	-6	0.98	-2	2	7	-6	14	33	40
CCNC(=O)CC1C(=O)N(c2ccc(C)cc2)C(=O)N1CCOC (stereo not drawn)	-8	0.98	-5	2	16	0	16	-17	9
CCC1Oc2ccc(C)cc2N(CC(=O)N(Cc2cccnc2)Cc2ccc(C)o2)C1=O (stereo not drawn)	-1	1	-4	-1	6	2	-7	38	24
Nc1nc2nc(-c3ccc(OCc4ccccc4)cc3)cc(C(F)(F)F)n2n1	3	1.2	-1	-22	3	2	0	-4	-9
O=C(O)CC/C(=N\NC(=O)c1ccncc1)c1ccccc1	0	1.1	-2	-7	-12	-3	12	6	1
COc1cccc(NC(=O)N2CCCC2C(=O)NC2CC2)c1 (stereo not drawn)	-6	1.1	4	-5	5	-1	5	11	-16
CCOC(=O)c1ccc(Oc2ccc(C(F)(F)F)cn2)cc1	-4	0.95	-1	5	2	-3	1	7	7
CCCc1nc(SCC(=O)NCC2CCCO2)c2c(=O)n(C)c(=O)n(C)c2n1 (stereo not drawn)	-4	0.99	-1	1	13	1	2	-9	-1
CCS(=O)(=O)c1nc(S(=O)(=O)c2ccc(Cl)cc2)c(NCc2ccccn2)s1	-4	0.97	2	3	-10	2	9	-2	-9
O=C(Cn1nc(Cc2cccnc2)c2ccccc2c1=O)Nc1cccnc1Cl	-7	0.91	-4	9	-7	-1	-5	12	8
CCN(CC)C(=O)CSc1nc(O)c(Cc2ccc(OC)cc2)c(=O)[nH]1	3	0.92	-1	8	-16	-9	13	11	-3
O=c1cc(O)c2sc(Nc3ccc(F)cc3)nc2[nH]1	-10	1.1	0	-7	-10	-6	-3	21	-20
CCCC(C)c1nc(C(N)=O)c2[nH]c(=O)n(-c3ccc(OC)c(OC)c3)c2n1 (stereo not drawn)	-2	0.9	2	10	-79	-2	5	5	5
C=CCCCCCCCCC(=O)Nc1c[nH]c(=O)[nH]c1=O	-8	1.1	-3	-8	-14	2	26	6	-6
CCOC(=O)c1ccc(S(=O)(=O)NCCNCc2ccccc2)cc1	-5	0.91	2	9	-10	-1	10	-5	11
CCN(CC)CC(=O)Nc1ccc([N+](=O)[O-])cc1	-6	0.9	2	10	-14	-3	9	-3	19
CNC(=O)Nc1nnc(C(C)(C)C)s1	-2	1.1	0	-9	-10	-2	0	20	-3
CC(=O)Nc1ccc(NC(=O)CSc2nnnn2-c2ccc(F)cc2)cc1	0	1	-1	-2	-7	-6	4	17	-7
CC(C)C(=O)Nc1ccc(-c2csc(-c3ccccc3)n2)cc1	-6	1	-3	-1	5	-6	15	15	11
CC(C)C(NC(=O)c1ccc(C(C)(C)C)cc1)C(=O)NCCc1ccccn1 (stereo not drawn)	8	1.2	-4	-15	-15	-1	5	32	12
Cc1nn(-c2ccccc2)c2c1C(=O)N(c1ccccc1)C(=O)C(C)(C)C2	0	0.97	-3	3	-62	-1	-3	16	7
O=C(O)c1cccc(S(=O)(=O)Nc2ccc(N3CCCCC3)cc2)c1	-4	1	-2	0	1	0	2	-5	-15
CC(NC(N)=O)C(=O)OCC(=O)c1ccc(-c2ccccc2)cc1 (stereo not drawn)	-5	0.81	0	19	0	0	22	19	11
CCc1ccc(C2(O)CC(C(F)(F)F)=NN2C(=O)Cc2ccc([N+](=O)[O-])cc2)cc1 (stereo not drawn)	0	0.84	-6	16	1	4	11	32	36
COc1ccc(CN2C(=O)c3cccc4cccc2c34)cc1F	-1	1.1	0	-10	1	2	19	-3	-12
COc1ccccc1/C=C/C(=O)NCC(=O)N/N=C/c1cccnc1	-1	1.1	0	-9	17	1	1	18	7
CC(=O)c1cccc(CN2CCN(Cc3ccccc3)C(CCO)C2)c1 (stereo not drawn)	-3	1	-4	-4	0	-9	11	-8	1
CCOC(=O)N1CCC(Nc2ccc3nnc(-c4ccccc4)n3n2)CC1	-8	1	3	-4	14	-5	15	6	-2
COCCCNC(=S)N1CCN(C(=O)C(=O)Nc2ccc(C(=O)OC)cc2)CC1	-1	0.96	-1	4	9	-2	2	11	-2
Cc1cccc(CN2CCc3c([nH]c4ccccc34)C2CC(C)C)n1 (stereo not drawn)	-8	1	-4	-2	-6	0	1	13	2
Cn1c(=O)n(C)c2cc(/C=C(/C#N)C(=O)NCc3ccco3)ccc21	-9	1	-1	-3	2	-1	4	34	43*
O=C(Nc1cccc(/C=C/c2ccccn2)c1)c1ccc(-n2cncn2)cc1	-5	0.99	-2	1	-7	-2	24	-21	-18
O=C(O)COc1ccccc1/C=N/NC(=O)c1cc(-c2ccc(F)cc2)nc2ccccc12	8	0.85	-3	15	-16	7	-4	31	31
Cc1cc(C(=O)N2CCC(C(=O)O)CC2)c(C)o1	-6	1.1	-1	-6	14	-2	12	-24	-11
COC(=O)NNC(=S)Nc1cc(OC)ccc1OC	-1	0.95	-1	5	5	1	-10	5	-17
CN1CCN(c2c(/C=N/O)c3ccccc3n2C)CC1	-10	0.93	-1	7	4	-4	-3	1	8
O=C(COC(=O)/C=C/c1ccc(OC(F)F)cc1)NC1CCCCCC1	-5	0.94	0	6	-4	-2	29	0	-7
O=C(Cn1cccc1C(=O)c1ccccc1)NCCCN1CCOCC1	-4	1	-2	-3	-16	-4	2	-6	-4
COc1cc(C(=O)OCC(=O)NCc2ccc(F)cc2)cc(NC(=O)c2cccs2)c1OC	-6	1.1	-1	-8	-18	-5	19	14	6
COc1ccc(C(=O)NCc2nnc(SCC(=O)c3ccc(F)cc3)n2C)cc1OC	9	0.97	-2	3	-16	1	14	-5	11
CN(CC(=O)Nn1cnnc1)S(=O)(=O)c1ccccc1	-5	0.94	-3	6	-5	-2	5	22	-23
CCOC(=O)c1cn(-c2ccccc2)nc1-c1ccncc1	2	1.1	6	-7	-8	3	-1	38	35
Cc1c(NC(=O)C(C)OC(=O)c2ccc(NC(=O)CC#N)cc2)c(=O)n(-c2ccccc2)n1C (stereo not drawn)	-10	0.98	2	2	3	-3	10	0	6
CN1CCC(=C2c3ccccc3C=Cc3ccccc32)CC1	-9	1.1	-8	-10	-2	-3	16	9	2
O=C(CN1CCN(c2ccc(F)cc2)CC1)Nc1ccccc1C(=O)NCCc1ccccc1	-7	1.3	-6	-27	-6	-4	21	14	31
O=C(NC(=S)Nc1ccc(N2CCOCC2)cc1)c1cccc([N+](=O)[O-])c1	-6	0.88	0	12	-19	-2	16	5	1
